KCNQ1 block – human KCNQ1 channel inhibition; P51787; CHO-K1 KCNQ1, FluxOR thallium flux fluorescence; active compounds read high; B-score at 10 µM; 1.3% of 310,000 active; AID 2642;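 active = compounds whose thallium flux B-score, printed positive for inhibition, exceeds three library SD while starting fluorescence stays within three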;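 also: channel opened by potassium depolarization with thallium stimulus after 20 min compound exposure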
KCNQ1 pot – potentiators or activators of human KCNQ1 potassium channel; P51787; CHO-K1 KCNQ1, thallium flux FluxOR fluorescence; active compounds read high; B-score at 10 µM; 0.35% of 310,000 active; AID 2648;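 active = fluorescence ratio B-score, a plate-corrected score, at least three library SD, with initial intensity B-score within 5 SD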
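Medium – assay buffer, equal DMSO in all wells · Material – CHO-K1 cell line with stable KCNQ1 potassium channel expression · Signal – kinetic FluxOR thallium fluorescence, 10-s 1-Hz baseline, 110-s post-stimulus read · Compound – single concentration per compound, DMSO matched to controls · Schedule – 37 °C overnight plating, 90-min dark dye load, 20-min compound pretreatment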
TRPC4 PAM – allosteric potentiators of mouse TRPC4 channel; AID 2227; Q9QUQ5; 0.42% of 310,000 active; B-score at 10 µM; HEK293 TRPC4beta/mu-opioid, DAMGO EC20, Fluo-4 Ca2+ flux; active compounds read high;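 active = B-score of calcium response area above 5 SD of library B-scores, with initial fluorescence ratio within 5 SD of library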;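 also: B-score of integrated fluorescence ratio over time as area under calcium response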
PolyA inhibitor – blocks polyadenylation in yeast reporter cells. calls only at 12 µM. AID 1875. S. cerevisiae SKY197-pL101 polyadenylation reporter, beta-gal luminescence; efflux-impaired pdr1/pdr3 knockout yeast; score 100 = 6 SD above DMSO. 0.02% of 300,000 active;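 active = lowest replicate activity score at least 50, where 100 means six control SD above control mean; inconclusive = lowest score under 50 but half or more replicates reach 50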;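 also: yeast exposed to compound for 9 h at 30 °C; higher score means more reporter readthrough which indicates perturbed polyadenylation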
TRPC4 act – activators of mouse TRPC4 channel. HEK293 TRPC4beta/mu-opioid, Fluo4 calcium fluorescence; active compounds read high. Q9QUQ5. B-score at 10 µM. AID 2237. 0.49% of 310,000 active;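 active = B-score above 5 SD of library B-scores, and initial fluorescence ratio not above library mean plus 5 SD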;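 also: positive B-score marks a calcium rise read as TRPC4 activation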
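System – HEK293 cells stably co-expressing mouse TRPC4beta and mu-opioid receptor · Signal – Fluo4 calcium-sensitive dye fluorescence, kinetic, 1 Hz baseline · Benchmarks – buffer (low) and maximal DAMGO (high) · Read-out – B score of integrated fluorescence ratio per well · Incubation – dye loading 45 min room temperature, 110 s kinetic read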
Platelet DG rel – modulates dense granule release in human platelets; human platelet-rich plasma, SFLLRN dense granule ATP release, luminescence; inhibition, %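 (compounds screened at 7.5 µM in platelet-rich plasma)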; 0.22% of 300,000 active;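 active = mean replicate score, as percent of positive control, at or above 50; inconclusive = mean below 50 but at least one replicate at or above 50; inactive = mean and every replicate below 50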
KCNK3 inh – human KCNK3 channel inhibition, primary screen; B-score at 10 µM; O14649; CHO-KCNK3 thallium flux, FluxOR fluorescence; active compounds read low; AID 602410; 0.84% of 340,000 active;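 active = B-score under library mean minus 4 SD, starting fluorescence ratio at most library mean plus 5 SD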;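 also: more negative B-score means stronger inhibition of thallium flux through KCNK3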
Target sequence (O14649 whole entry, looked up): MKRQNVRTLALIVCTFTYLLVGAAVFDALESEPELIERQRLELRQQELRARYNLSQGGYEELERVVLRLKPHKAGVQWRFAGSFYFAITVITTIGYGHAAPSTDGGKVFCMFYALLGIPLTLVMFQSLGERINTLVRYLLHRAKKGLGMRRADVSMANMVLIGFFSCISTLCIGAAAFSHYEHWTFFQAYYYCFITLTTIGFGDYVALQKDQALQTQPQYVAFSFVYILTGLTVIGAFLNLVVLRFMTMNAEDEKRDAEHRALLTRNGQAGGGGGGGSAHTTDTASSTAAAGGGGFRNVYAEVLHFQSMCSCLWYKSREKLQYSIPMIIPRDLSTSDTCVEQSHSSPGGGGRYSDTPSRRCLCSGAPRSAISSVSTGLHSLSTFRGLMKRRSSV
hERG rescue – hERG (human) protection from proarrhythmic block; Q12809; CHO-hERG, FluxOR thallium flux, dofetilide IC70 present; activation (rescue from dofetilide block), less the hit threshold, % at 10 µM; 0.51% of 310,000 active;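 active = activation above the mean of controls blocked by dofetilide plus 5 SD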;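 also: thallium influx through hERG after potassium depolarization seen as dye fluorescence rise; in these data hits start at about 4.7%; inactives centre near -7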
TRPC4 block – TRPC4 (mouse) channel inhibition; B-score at 10 µM; AID 2247; 0.39% of 300,000 active; HEK293 TRPC4beta/mu-opioid, DAMGO-evoked Fluo4 calcium flux; active compounds read low;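 active = B-score over 3 SD under the library average, no early fluorescence shift, positive overall ratio signal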
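Assay system – HEK293 line stably carrying TRPC4beta and mu-opioid receptor · Doses – single dose · Detection – Fluo4 calcium-dye fluorescence, kinetic read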
KCNK9 inh – blocks the human KCNK9 two-pore domain potassium channel; Q9NPC2; HEK293 KCNK9, FluxOR thallium flux fluorescence; active compounds read low; B-score at 10 µM; 1.2% of 310,000 active;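 active = ratio B-score over 3 SD below the library mean, with starting fluorescence within 5 SD of its mean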;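 also: negative B-score means less thallium flux so channel inhibition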
Target sequence (Q9NPC2 whole entry, looked up, the tested form may be a part): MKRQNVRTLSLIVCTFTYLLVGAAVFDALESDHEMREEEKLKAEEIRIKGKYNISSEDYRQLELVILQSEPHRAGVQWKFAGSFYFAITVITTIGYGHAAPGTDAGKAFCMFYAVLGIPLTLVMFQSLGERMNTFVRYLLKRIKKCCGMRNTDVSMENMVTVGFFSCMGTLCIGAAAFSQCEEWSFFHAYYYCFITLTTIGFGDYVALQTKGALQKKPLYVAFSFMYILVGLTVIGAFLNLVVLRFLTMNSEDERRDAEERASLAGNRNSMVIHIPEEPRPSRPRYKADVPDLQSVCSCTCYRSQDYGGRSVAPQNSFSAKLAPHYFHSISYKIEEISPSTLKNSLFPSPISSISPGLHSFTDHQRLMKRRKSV
Dyrk1A ADPGlo – inhibitors of rat Dyrk1A kinase | ADP-Glo luminescence, NFATc1 peptide | inhibition, % at 12.5 µM | 0.43% of 310,000 active; in the data active = inhibition above about 50%;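 also: plate controls were vehicle with enzyme for no effect and no enzyme for full effect; many of its hits are not listed in these tables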
The depositor's hits bear a star. Not all compounds are listed; the hit share may differ from the screen's.

O=C(Cc1ccc([N+](=O)[O-])cc1)Nc1cc(C(F)(F)F)cc(C(F)(F)F)c1 was read as KCNQ1 block inactive, KCNQ1 pot inactive, TRPC4 PAM inactive, PolyA inhibitor inactive, TRPC4 act inactive, Platelet DG rel -15, KCNK3 inh inactive, hERG rescue -8, TRPC4 block inactive and KCNK9 inh inactive.
COc1ccc(/C=N/c2sc3c(c2C#N)CCN(Cc2ccccc2)C3)c(O)c1 was read as KCNQ1 block inactive, KCNQ1 pot inactive, TRPC4 PAM inactive, PolyA inhibitor inactive, TRPC4 act inactive, Platelet DG rel 30, hERG rescue -13, TRPC4 block inactive and KCNK9 inh inactive.
`C1CCC(C23CC4CC(CC(C4)C2)C3)NC1` (stereo unspecified) gave KCNQ1 block inactive, KCNQ1 pot inactive, TRPC4 PAM inactive, PolyA inhibitor inactive, TRPC4 act inactive, Platelet DG rel 15, KCNK3 inh inactive, hERG rescue -11, TRPC4 block inactive, KCNK9 inh inactive and Dyrk1A ADPGlo -3.
`COc1ccc(C(=O)NCCCNC(=O)c2cnccn2)cc1Br` gave KCNQ1 block inactive, KCNQ1 pot inactive, TRPC4 PAM inactive, PolyA inhibitor inactive, TRPC4 act inactive, Platelet DG rel 7, KCNK3 inh inactive, hERG rescue -2, TRPC4 block inactive, KCNK9 inh inactive and Dyrk1A ADPGlo -1.
Cc1ccc(C(=O)NC2CCCCNC2=O)cc1C (stereo unspecified) was read as KCNQ1 block inactive, KCNQ1 pot inactive, TRPC4 PAM inactive, PolyA inhibitor inactive, TRPC4 act inactive, Platelet DG rel 4, KCNK3 inh inactive, hERG rescue -2, TRPC4 block inactive and KCNK9 inh inactive.
Screening Cc1cc(=O)n2c(c1C#N)SC1CCCCC12O (stereo unspecified) returned KCNQ1 block inactive, KCNQ1 pot inactive, TRPC4 PAM inactive, PolyA inhibitor inactive, TRPC4 act inactive, Platelet DG rel 4, KCNK3 inh inactive, hERG rescue -9, TRPC4 block inactive, KCNK9 inh inactive and Dyrk1A ADPGlo 25.
`COc1cc(-c2nnc(SCC#CCO)o2)cc(OC)c1OC` gave KCNQ1 block inactive, KCNQ1 pot inactive, TRPC4 PAM inactive, PolyA inhibitor inactive, TRPC4 act inactive, Platelet DG rel 0, KCNK3 inh inactive, hERG rescue -10, TRPC4 block inactive, KCNK9 inh inactive and Dyrk1A ADPGlo 1.
Cc1ccnc(NC(=O)CNC(=O)c2ccccc2Br)c1 was read as KCNQ1 block inactive, KCNQ1 pot inactive, TRPC4 PAM inactive, PolyA inhibitor inactive, TRPC4 act inactive, Platelet DG rel 23, KCNK3 inh inactive, hERG rescue -9, TRPC4 block inactive, KCNK9 inh inactive and Dyrk1A ADPGlo 4.
O=C(N/N=C1\CC2CC=CC12)c1ccc(COc2ccccc2)cc1 (stereo unspecified) was read as KCNQ1 block inactive, KCNQ1 pot inactive, TRPC4 PAM inactive, PolyA inhibitor inactive, TRPC4 act inactive, Platelet DG rel 13, KCNK3 inh inactive, hERG rescue -5, TRPC4 block inactive, KCNK9 inh inactive and Dyrk1A ADPGlo -45.
For Cc1ccccc1N(CC(=O)N1CCCC1)S(=O)(=O)c1ccc(Cl)cc1 the results were KCNQ1 block inactive, KCNQ1 pot inactive, TRPC4 PAM inactive, PolyA inhibitor inactive, TRPC4 act inactive, Platelet DG rel 1, KCNK3 inh inactive, hERG rescue -14, TRPC4 block inactive, KCNK9 inh inactive and Dyrk1A ADPGlo -7.
Screening Cc1cccc(NC(=O)c2cc3ccccc3oc2=O)c1 returned KCNQ1 block inactive, KCNQ1 pot inactive, TRPC4 PAM inactive, PolyA inhibitor inactive, TRPC4 act inactive, Platelet DG rel 12, KCNK3 inh inactive, hERG rescue -7, TRPC4 block inactive, KCNK9 inh inactive and Dyrk1A ADPGlo 4.
`CN(C)NC(=S)NC1CCS(=O)(=O)C1` (stereo unspecified) gave KCNQ1 block inactive, KCNQ1 pot inactive, TRPC4 PAM inactive, PolyA inhibitor inactive, TRPC4 act inactive, Platelet DG rel 2, KCNK3 inh inactive, hERG rescue -9, TRPC4 block inactive and KCNK9 inh inactive.
Screening N#C/C(=C/N1CCOCC1)c1ccccc1 returned KCNQ1 block inactive, KCNQ1 pot inactive, TRPC4 PAM inactive, PolyA inhibitor inactive, TRPC4 act inactive, Platelet DG rel -5, KCNK3 inh inactive, hERG rescue -5, TRPC4 block inactive, KCNK9 inh inactive and Dyrk1A ADPGlo 1.
`COCCn1nnnc1C(c1ccc2ncccc2c1)N1CCN(c2ccccc2F)CC1` (stereo unspecified) gave KCNQ1 block inactive, KCNQ1 pot inactive, TRPC4 PAM inactive, PolyA inhibitor inactive, TRPC4 act inactive, Platelet DG rel 0, KCNK3 inh inactive, hERG rescue -6, TRPC4 block inactive, KCNK9 inh inactive and Dyrk1A ADPGlo 17.
Cc1ccc(C(C(=O)NC2CCCCC2)N(C(=O)c2csnn2)C2CC2)o1 (stereo unspecified) was read as KCNQ1 block inactive, KCNQ1 pot inactive, TRPC4 PAM inactive, PolyA inhibitor inactive, TRPC4 act inactive, Platelet DG rel -2, KCNK3 inh inactive, hERG rescue -15, TRPC4 block inactive, KCNK9 inh inactive and Dyrk1A ADPGlo -3.
Screening Cc1ccc(C)c(Nc2nc3c(S(=O)(=O)c4ccccc4)nnn3c3ccccc23)c1 returned KCNQ1 block inactive, KCNQ1 pot inactive, TRPC4 PAM inactive, PolyA inhibitor inactive, TRPC4 act inactive, Platelet DG rel 8, KCNK3 inh inactive, hERG rescue -8, TRPC4 block inactive, KCNK9 inh inactive and Dyrk1A ADPGlo 1.
Screening Cc1cc(C)cc(C(=O)NCCCN2CCOCC2)c1 returned KCNQ1 block inactive, KCNQ1 pot inactive, TRPC4 PAM inactive, PolyA inhibitor inactive, TRPC4 act inactive, Platelet DG rel 0, KCNK3 inh inactive, hERG rescue -4, TRPC4 block inactive, KCNK9 inh inactive and Dyrk1A ADPGlo 19.
CN(C)CCNC(=O)c1scc2c1CCCC2 was read as KCNQ1 block inactive, KCNQ1 pot inactive, TRPC4 PAM inactive, PolyA inhibitor inactive, TRPC4 act 142*, Platelet DG rel 4, KCNK3 inh inactive, hERG rescue -11, TRPC4 block inactive, KCNK9 inh inactive and Dyrk1A ADPGlo -1.
Screening CCCCn1nc(NS(=O)(=O)c2cccc3nonc23)c2cc3cccc(C)c3nc21 returned KCNQ1 block inactive, KCNQ1 pot inactive, TRPC4 PAM inactive, PolyA inhibitor inactive, TRPC4 act inactive, Platelet DG rel -3, KCNK3 inh inactive, hERG rescue -3, TRPC4 block inactive and KCNK9 inh inactive.
Screening COc1ccc(-c2noc(Cc3ccccc3OC)n2)cc1 returned KCNQ1 block inactive, KCNQ1 pot inactive, TRPC4 PAM inactive, PolyA inhibitor inactive, TRPC4 act inactive, Platelet DG rel 0, KCNK3 inh inactive, hERG rescue -7, TRPC4 block inactive, KCNK9 inh inactive and Dyrk1A ADPGlo 0.
For O=C(O)c1cccc(COc2cccc3ccccc23)c1 the results were KCNQ1 block inactive, KCNQ1 pot inactive, TRPC4 PAM inactive, PolyA inhibitor inactive, TRPC4 act inactive, Platelet DG rel 7, KCNK3 inh inactive, hERG rescue -6, TRPC4 block inactive, KCNK9 inh inactive and Dyrk1A ADPGlo 13.
Screening Cc1cc(C)n(CCC(=O)N/N=C/c2cccc([N+](=O)[O-])c2)n1 returned KCNQ1 block inactive, KCNQ1 pot inactive, TRPC4 PAM inactive, PolyA inhibitor inactive, TRPC4 act inactive, Platelet DG rel -16, KCNK3 inh inactive, hERG rescue -4, TRPC4 block inactive, KCNK9 inh inactive and Dyrk1A ADPGlo 4.
For CCOC(=O)c1c(C)cccc1OCC(N)=O the results were KCNQ1 block inactive, KCNQ1 pot inactive, TRPC4 PAM inactive, TRPC4 act inactive, KCNK3 inh inactive, hERG rescue 6.2*, TRPC4 block inactive, KCNK9 inh inactive and Dyrk1A ADPGlo 3.
`COc1ccccc1-c1cc(C(=O)NCCCN2CCOCC2)no1` gave KCNQ1 block inactive, KCNQ1 pot inactive, TRPC4 PAM inactive, PolyA inhibitor inactive, TRPC4 act inactive, Platelet DG rel 0, KCNK3 inh inactive, hERG rescue -10, TRPC4 block inactive, KCNK9 inh inactive and Dyrk1A ADPGlo -2.
`O=C(C1CCCO1)N1CCN(C(=S)NC2CC2)CC1` (stereo unspecified) gave KCNQ1 block inactive, KCNQ1 pot inactive, TRPC4 PAM inactive, PolyA inhibitor inactive, TRPC4 act inactive, Platelet DG rel -2, KCNK3 inh inactive, hERG rescue -13, TRPC4 block inactive and KCNK9 inh inactive.
For O=C(c1ccccc1)N1CCn2c(nc3ccccc32)C1 the results were KCNQ1 block inactive, KCNQ1 pot inactive, TRPC4 PAM inactive, PolyA inhibitor inactive, TRPC4 act inactive, Platelet DG rel 0, KCNK3 inh inactive, hERG rescue -15, TRPC4 block inactive, KCNK9 inh inactive and Dyrk1A ADPGlo -5.
For COc1ccc(S(=O)(=O)N2N=C(C)Oc3ccccc3C2=O)cc1 the results were KCNQ1 block inactive, KCNQ1 pot inactive, TRPC4 PAM inactive, PolyA inhibitor inactive, TRPC4 act inactive, Platelet DG rel -2, KCNK3 inh inactive, hERG rescue 0, TRPC4 block inactive, KCNK9 inh inactive and Dyrk1A ADPGlo 0.
For O=C(NCC1COc2ccccc2O1)c1ccc(Br)s1 (stereo unspecified) the results were KCNQ1 block inactive, KCNQ1 pot inactive, TRPC4 PAM inactive, PolyA inhibitor inactive, TRPC4 act inactive, Platelet DG rel -8, KCNK3 inh inactive, hERG rescue -19, TRPC4 block inactive, KCNK9 inh inactive and Dyrk1A ADPGlo 3.
For COc1cc(/C=N/N=C(\N)c2nonc2N)ccc1O the results were KCNQ1 block inactive, KCNQ1 pot inactive, TRPC4 PAM inactive, PolyA inhibitor inactive, TRPC4 act inactive, Platelet DG rel inconclusive, KCNK3 inh inactive, hERG rescue -10, TRPC4 block inactive, KCNK9 inh inactive and Dyrk1A ADPGlo 31.
Screening Cc1ccc(-c2nnn(CC(=O)N(Cc3ccco3)C(C(=O)NC(C)(C)C)c3cccs3)n2)o1 (stereo unspecified) returned KCNQ1 block inactive, KCNQ1 pot inactive, TRPC4 PAM inactive, PolyA inhibitor inactive, TRPC4 act inactive, Platelet DG rel 3, KCNK3 inh inactive, hERG rescue -13, TRPC4 block inactive, KCNK9 inh inactive and Dyrk1A ADPGlo -6.
